Source: PubChem BioAssay
MmCpn inh: M. maripaludis TRiC chaperonin inhibition. purified Mm-Cpn ATPase, ADP Transcreener TR-FRET. Potency, µM (doses to about 76.9 µM), inactives show at the highest dose activity, negative = inhibition, actives largely listed as inhibitors. 330,000 compounds, 0.031% hits. AID 504842; note: potency is the fitted concentration of half-maximal effect; % is set by controls: 0 for no effect and ±100 for the full control effect; nearly all actives have a fitted effect of over 80% in size
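ATPase read-out: TR-FRET ADP immunoassay (anti-ADP Eu cryptate vs ADP-d2), ex 320 nm, em 590/665 nm; signal drops as ADP forms. Enzyme 25 nM, ATP 10 uM, 30 min at 37°C after 10 min compound preincubation.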
PTHR1 agonist: PTHR1 (human) receptor agonism. Q03431. 410,000 compounds, 0.075% hits. AID 743266. Potency, µM (series often up to 115 µM), for inactives: at the top dose activation, hits mostly activators. HEK293 GP2 PTHR1 cells, GloSensor cAMP luminescence, 1 h; note: potency is the fitted concentration of half-maximal effect; nearly all actives have a fitted effect of over 55% in size; some results filed as inactive show a strong effect at the top dose; inactives centre near -15; many of its hits are not listed in these tables
Target sequence (Q03431 whole entry, looked up): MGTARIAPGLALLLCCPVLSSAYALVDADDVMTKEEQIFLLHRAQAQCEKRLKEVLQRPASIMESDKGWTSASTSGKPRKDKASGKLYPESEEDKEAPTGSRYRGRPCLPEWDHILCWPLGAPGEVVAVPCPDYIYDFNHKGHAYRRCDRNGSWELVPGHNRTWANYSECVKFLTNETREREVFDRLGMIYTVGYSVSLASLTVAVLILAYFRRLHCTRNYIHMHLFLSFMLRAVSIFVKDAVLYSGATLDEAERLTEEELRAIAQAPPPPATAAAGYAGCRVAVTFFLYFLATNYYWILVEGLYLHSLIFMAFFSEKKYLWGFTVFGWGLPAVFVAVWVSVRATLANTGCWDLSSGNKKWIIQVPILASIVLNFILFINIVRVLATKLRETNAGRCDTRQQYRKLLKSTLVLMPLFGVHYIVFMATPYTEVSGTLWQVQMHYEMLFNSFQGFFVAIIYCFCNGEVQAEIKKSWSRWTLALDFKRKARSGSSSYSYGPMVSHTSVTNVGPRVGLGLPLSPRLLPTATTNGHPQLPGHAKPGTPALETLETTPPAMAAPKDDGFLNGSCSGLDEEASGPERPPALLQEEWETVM
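HEK-293-derived GP2 cells expressing PTHR1 and a GloSensor cAMP reporter, 3,000/well, plated overnight, given luciferin plus IBMX (each 0.5 mM as added) for 1 h at 37 °C, then compound for 1 h at 37 °C. Luminescence was read after 15 min at room temperature.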
FUS suppressor: suppressors of FUS proteinopathy in yeast; S. cerevisiae FUS-expressing, growth rescue, OD600, 24 h; Potency, µM (top dose mostly 76.6 µM), without a hit: top-dose growth rescue (activation), usual class: activators; 390,000 compounds, 0.24% hits; AID 1347120;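 note: potency is the fitted concentration of half-maximal effect; plate controls were DMSO vehicle for no effect and reference control for full effect; nearly all actives have a fitted effect of over 55% in size; some results filed as inactive show a strong effect at the top dose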
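S. cerevisiae expressing FUS from galactose induction served as the toxicity model. Growth after 24hr at 30C, read as absorbance at 600 nm, indicates suppression of toxicity; compounds dosed at several concentrations.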
Abeta yeast res: restores growth of yeast expressing A-beta42 peptide | yeast expressing A-beta42, growth rescue, OD600, 48 h; response scale: 0% DMSO, 100% iron-clioquinol control | Potency, µM (highest dose often 46.1 µM), for the others: at the highest dose growth rescue, actives largely listed as activators | 410,000 compounds, 0.063% hits | AID 1347071; note: potency is the fitted concentration of half-maximal effect; nearly all actives have a fitted effect of over 55% in size
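Yeast growth medium received pinned compounds, then yeast cells expressing toxic A-beta were added; plates incubated at 30 C for 48 hr. Growth read as absorbance at 600 nm, normalized to DMSO and equimolar FeCl3 plus clioquinol controls.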
aSyn yeast inh: alpha-synuclein toxicity inhibition in yeast; Yeast expressing alpha-synuclein, growth rescue, BacTiter-Glo, 24 h; Potency, µM (doses to about 46.1 µM), inactives show top-dose growth rescue (activation), hits mostly activators; 370,000 compounds, 0.14% hits; note: potency is the fitted concentration of half-maximal effect; % of control where 0% means no effect; nearly all actives have a fitted effect of over 65% in size
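Rescue of yeast growth: cells expressing toxic alpha-synuclein, induced in galactose at OD600 0.02, incubated with compound 24 h at 30 C. ATP luminescence quantified growth; inhibitors of toxicity appear as activators.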
TDP-43 yeast inh: inhibitors of TDP-43 toxicity in yeast | TDP-43 expressing yeast growth rescue, BacTiter-Glo, 24 h | AID 652104 | 410,000 compounds, 1.8% hits | Potency, µM (series often up to 46.1 µM), for inactives: at the highest dose growth rescue (activation), hits mostly activators; note: potency is the fitted concentration of half-maximal effect; % of control where 0% means no effect; nearly all actives have a fitted effect of over 50% in size
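In this qHTS, compounds that restore growth of yeast expressing TDP-43 appear as activators. Cells (OD600=0.02, galactose medium, raffinose-pregrown) are incubated with compound 24 hr at 30 deg C and growth is quantified by BacTiter-Glo.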
Akt phos inh: blocks phosphorylation of Akt; Neuro2A IGF-stimulated pAkt S473 HTRF, 20 min; stronger effect = lower value; activity change, % for hits at 50 µM; 360,000 compounds, 0.32% hits; in the data active = activity change below about -80%; inconclusive = mostly about -51% to -80%; note: % is set by controls: 0 for no effect and ±100 for the full control effect
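Neuro2A cells in DMEM with 0.5% FBS, overnight at 37 deg C, given compound at single 50 µM final, then IGF (6 nM final) for 20 min at 37 deg C. Lysed; phospho-Akt Ser473 by HTRF after 24 h, 665/615 ratio.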
GLP1R cytotox: cytotoxicity in counter-screen for GLP-1R inverse agonists. HEK293 cAMP-luciferase reporter cells, luminescence, 24 h. Potency, µM (doses to about 38.3 µM), inactives show at the highest dose activity change, negative = inhibition, most hits filed as inhibitors. 410,000 compounds, 0.13% hits;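 note: loss of luciferase light is scored as toxicity; potency is the fitted concentration of half-maximal effect; % is set by controls: 0 for no effect and ±100 for the full control effect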
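To flag toxic compounds, the library was rerun on cells for 24 hr at 37 deg C and 5% CO2. Viability-linked luminescence was captured 12 min after adding luciferase detection reagent.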
GLP-1R inv ag: acts as inverse agonist at human GLP-1 receptor; AID 624417; 410,000 compounds, 1.6% hits; Potency, µM (titrated, usually from 38.3 µM), for inactives: top-dose activity change, negative = inhibition, hits mostly inhibitors; HEK293 GLP-1R CRE-luciferase, luminescence, 24 h; GLP-1R form is constitutively active; note: potency is the fitted concentration of half-maximal effect; % is set by controls: 0 for no effect and ±100 for the full control effect; nearly all actives have a fitted effect of over 55% in size
Target sequence (P43220 whole entry, looked up): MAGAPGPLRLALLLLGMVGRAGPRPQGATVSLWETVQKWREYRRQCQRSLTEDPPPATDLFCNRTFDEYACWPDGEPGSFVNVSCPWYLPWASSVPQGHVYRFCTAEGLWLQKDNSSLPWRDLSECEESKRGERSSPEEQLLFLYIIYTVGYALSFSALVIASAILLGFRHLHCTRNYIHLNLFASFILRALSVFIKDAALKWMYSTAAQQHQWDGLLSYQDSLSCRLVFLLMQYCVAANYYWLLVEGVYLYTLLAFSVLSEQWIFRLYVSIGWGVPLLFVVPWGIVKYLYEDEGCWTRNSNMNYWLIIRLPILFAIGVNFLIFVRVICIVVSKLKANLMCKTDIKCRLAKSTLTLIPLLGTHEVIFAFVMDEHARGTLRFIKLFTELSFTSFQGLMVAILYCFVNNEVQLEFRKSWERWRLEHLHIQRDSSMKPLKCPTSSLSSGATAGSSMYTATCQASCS
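Luminescence readout: a drop in cAMP-driven luciferase signal flags inverse agonism at a constitutively active GLP-1R stably expressed in HEK293. Compound exposure lasted 24 hr at 37 deg C, 5% CO2.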
* marks the source's active call; other numbers are inactive results; i = inactive; ? = inconclusive; / = not tested or not shown; [ ] = dose if it differs, or a comment. Unless noted, calls come from the whole dose curve; as a rule, active = well fitted curve in the direction sought with a large enough effect; inconclusive = small, poorly fitted or top-dose-only effect, or another doubt; inactive = no such curve, though single readings can be large; an effect the other way counts as inactive or inconclusive. Only part of the results is shown; count on the stated rates, not on these rows.

canonical_smiles,MmCpn inh,PTHR1 agonist,FUS suppressor,Abeta yeast res,aSyn yeast inh,TDP-43 yeast inh,Akt phos inh,GLP1R cytotox,GLP-1R inv ag
Cc1c(CNCC(C)c2ccccc2)c(C(=O)O)c(C)n1Cc1ccccc1 (stereo unspecified),2%,i,-3%,1%,-1%,-15%,i,-6%,2%
Cc1cc(C(=O)N/N=C2\CC(=O)CC(C)(C)C2)c(C)n1-c1ccccc1,0%,7%,7%,2%,-2%,-7%,i,-1%,-12%
CS(=O)(=O)N1CCc2cc(C(=O)N3CCCC3)ccc21,1%,-22%,-7%,-8%,0%,-10%[1.82 µM],i,-4%,5%
O=C(CSc1ccc(Cl)cc1)NN=C1CCCCCC1,0%,i,7%,2%,-3%,-3%[9.22 µM],i,-2%,-17%
CN(C)c1ccc(C(C(=O)NC2CCCC2)N(C(=O)c2ccco2)C2CC2)cc1 (stereo unspecified),1%,?,0%,-11%,2%,14%,i,-1%,?
CCN(CC)c1ccc(/C=N/N2C(C)CCCC2C)c(O)c1 (stereo unspecified),-1%,-12%,16%,-4%,13%,16%,i,18%,?
COc1ccc(C=C2CCc3ccccc3C2=O)cc1,/,-49%,-7%,-28%,-28%,-9%,i,2%,?
Cc1ccc(NC(=O)c2onc(C)c2Cl)cc1,-1%,-20%,-12%,-17%,-4%,7%,i,2%,?

4 compounds from above, ordered by the value under GLP-1R inv ag, highest first:
mol	MmCpn inh	PTHR1 agonist	Akt phos inh	GLP-1R inv ag
CS(=O)(=O)N1CCc2cc(C(=O)N3CCCC3)ccc21	1%	-22%	i	5%
Cc1c(CNCC(C)c2ccccc2)c(C(=O)O)c(C)n1Cc1ccccc1 (stereo unspecified)	2%	i	i	2%
Cc1cc(C(=O)N/N=C2\CC(=O)CC(C)(C)C2)c(C)n1-c1ccccc1	0%	7%	i	-12%
O=C(CSc1ccc(Cl)cc1)NN=C1CCCCCC1	0%	i	i	-17%

The results go on:
canonical_smiles,MmCpn inh,PTHR1 agonist,FUS suppressor,Abeta yeast res,aSyn yeast inh,TDP-43 yeast inh,Akt phos inh,GLP1R cytotox,GLP-1R inv ag
NC(=O)N/N=C/c1cc(Br)ccc1OCC(=O)NCc1ccccc1,3%,-30%,/,-13%,6%,-34%[inhibitor],i,6%,-6%
Cc1onc(-c2ccccc2Cl)c1C(=O)NC(=S)NCc1cccnc1,2%,-1%,3%,-2%,1%,-11%[0.397 µM],i,-6%,-22%
COCCCN1C(=O)c2ccc(C(=O)NCc3ccco3)cc2C1=O,-1%,-11%[57.5 µM],-2%,5%,1%,-5%,i,-6%,0%
COc1ccc(NC2CCN(C3CC(=O)N(c4ccc(F)c(Cl)c4)C3=O)CC2)cc1 (stereo unspecified),-1%,-66%[inhibitor],?,-90%[inhibitor],-62%[inhibitor],6%,i,55%[activator],-3%
Cc1onc(-c2ccccc2)c1C(=O)N/N=C/c1cc2c(cc1Br)OCO2,4%,i,12%,-15%,3%,-21%,i,-5%,?
COc1ccc2cc(C(=O)C3CCCN(C(=O)CCc4cnn(C)c4)C3)ccc2c1 (stereo unspecified),-3%,-24%,18%,-13%,12%,-6%[0.397 µM],i,-14%,-24%
O=C(Nc1ccccc1C(=O)N1CCN(Cc2ccccc2)CC1)c1ccccc1,-1%,i,9%,10%,0%,-3%,i,19%,-26%
CCCCCN1CSC(=S)N(Cc2ccccc2)C1,0%,i,/,-10%,1%,?,i,?,13µM*
O=C(c1cccc(S(=O)(=O)N2CCCCCC2)c1)N1CCN(Cc2ccccc2)CC1,/,-16%,13%,-4%,0%,-2%,i,-8%,?
O=S(=O)(c1ccccc1)c1cnc(-c2ccccc2)nc1N1CCCCC1,-6%,-22%,14%,9%,9%,22%,i,1%,?
COc1ccc(C(=O)NCC(=O)OCc2ccc([N+](=O)[O-])cc2)cc1,0%,-27%,19%,-7%,-16%,-20%,i,2%,2%
CCN1CCN(C(=O)c2nn(-c3ccccc3)c(=O)c3ccccc23)CC1,2%,i,12%,4%,3%,-9%,i,-22%,9%
CCOC(=O)CNC(=O)CSc1nc(N(C)C)nc(N2CCOCC2)n1,0%,i,-21%,3%[9.22 µM],-7%,11%,i,-5%,2%
c1ccc(-n2nnnc2-n2nnc3ccccc32)cc1,0%,-20%,14%,-1%,8%,?,i,-2%,10%
Cc1ccc(NC(=O)Cn2cnc3cc([N+](=O)[O-])ccc3c2=O)cc1,-2%,i,28%,3%,0%,-35%[inhibitor],i,10%,-3%
C[n+]1cccc(CNC(=O)/C=N/O)c1,-1%,i,-20%,13%,0%,5%,i,-1%,2%
CCCCCCCCN1C(=O)[C@H](CC(=O)N2CCC(c3ccccc3)CC2)C[C@@]2(C(=O)OC)CCCCC=C12,/,-44%[inhibitor],42%,-1%,?,13%,i,-6%,?
CC1CCCCN1Cc1c(O)ccc2c(=O)c(-c3ccc(Cl)cc3)c(C(F)(F)F)oc12 (stereo unspecified),/,5%,4%,-10%,-1%,6%,/,-14%,-14%
CCN1CCCc2cc(CN(CCN3CCOCC3)C(=S)Nc3ccccc3OC)ccc21,-2%,-16%,11%,/,-4%,-7%,i,7%,?
O=C(NNC1CC(=O)N(c2ccccc2)C1=O)c1ccc(COc2ccccc2Cl)o1 (stereo unspecified),3%,i,11%,-1%,-1%,0%,i,24%,9%
CC(NC(=O)c1ccc2nc(CCc3ccccc3)oc2c1)c1ccccc1 (stereo unspecified),/,0%,7%,17%,/,9%,/,-6%,?
CC(Sc1nnc(-c2ccncc2)n1C)C(=O)Nc1ccc(N2CCOCC2)cc1 (stereo unspecified),1%,i,20%,-12%,-3%,-7%,i,8%,21%
O=C(NNc1c(Cl)cccc1Cl)c1c(F)cccc1Cl,2%,i,2%,18%,-1%,-14%[1.82 µM],i,-5%,-11%
FC(F)(Cl)c1nnc2ccc(Sc3ccccn3)nn12,-1%,i,5%,2%,6%,-11%[0.397 µM],i,6%,13%

A second format for some results above:
Each structure is followed by: MmCpn inh | PTHR1 agonist | FUS suppressor | Abeta yeast res | aSyn yeast inh | TDP-43 yeast inh | Akt phos inh | GLP1R cytotox | GLP-1R inv ag
> O=C(NNC1CC(=O)N(c2ccccc2)C1=O)c1ccc(COc2ccccc2Cl)o1 (stereo unspecified)
→ 3% | i | 11% | -1% | -1% | 0% | i | 24% | 9%
> CC1CCCCN1Cc1c(O)ccc2c(=O)c(-c3ccc(Cl)cc3)c(C(F)(F)F)oc12 (stereo unspecified)
→ / | 5% | 4% | -10% | -1% | 6% | / | -14% | -14%

Carrying on.
canonical_smiles,MmCpn inh,PTHR1 agonist,FUS suppressor,Abeta yeast res,aSyn yeast inh,TDP-43 yeast inh,Akt phos inh,GLP1R cytotox,GLP-1R inv ag
CC(C)(C)OC(=O)N1CCN(C(=O)c2cccnc2Cl)CC1,2%,i,-11%,-17%,-2%,5%,i,5%,16%
Cc1ccc2oc(-c3ccc(C)c(NC(=O)c4ccc5c(c4)OCCO5)c3)nc2c1,/,-6%,-24%,-5%,0%,13%,/,-7%,12%
CC(C)(C)c1ccc(OC(=O)c2ccc3nsnc3c2)cc1,1%,i,0%,4%,-9%,3%,i,7%,0%
CC(=O)N1CCN(S(=O)(=O)c2cccc(C(=O)Nc3ccc4c(c3)CCC4)c2)CC1,2%,-7%[57.5 µM],?,7%,-2%,-9%,i,64%[activator],-14%
COc1ccc(S(=O)(=O)NC2CC2)cc1C(=O)N1CCOCC1,-7%,-6%,-13%,-9%,-1%,14%,i,-6%,22%
Cc1ccc(Nc2c(-c3ccco3)nc3ccccn23)cc1,-9%,-11%,10%,3%,-19%,-11%,i,12%,?
NS(=O)(=O)c1ccc(-c2ccc(/C=C3\NC(=S)NC3=O)o2)cc1,-1%,9%,-11%,6%,-8%,22%,i,?,6%
CC(C)CC(c1nnnn1CC1CCCO1)N1CCN(C2CCCC2)CC1 (stereo unspecified),-4%,i,-6%,5%,6%,32%,i,-5%,0%
Cn1nnnc1Sc1ncnc2scc(-c3cccc(S(C)(=O)=O)c3)c12,-5%,-48%[inhibitor],-10%,-1%,/,/,/,/,/
COc1cccc(C(=O)NCc2cn3cccc(C)c3n2)c1,/,i,-9%,5%,/,5%,/,4%,12%
Cc1cc(O)c(C(c2cccc(F)c2)N2CCC(C)CC2)c(=O)n1Cc1ccco1 (stereo unspecified),/,9%,35%,4%,/,6%,/,15%,?
COc1cccc(-c2noc(N)c2C#N)c1,1%,i,24%,5%,12%,23%,/,8%,79%[activator]
Cc1ccc(C(=O)Nc2ccc3c(c2)OCCO3)c(C)c1,0%,-31%[inhibitor],15%,-3%,0%,?,i,-9%,?
O=C(Nc1ccccc1)C1CC2CCCC(C1)C2=O (stereo unspecified),-4%,-22%[57.5 µM],-5%,9%,1%,1%,i,-12%,-13%
O=C(CN1C(=O)CCSc2ccc(S(=O)(=O)N3CCOCC3)cc21)Nc1ccccc1Cl,-1%,8%,29%,16%,-7%,-7%,i,-7%,-19%

A different layout for some results above.
Screens in order – MmCpn inh | PTHR1 agonist | FUS suppressor | Abeta yeast res | aSyn yeast inh | TDP-43 yeast inh | Akt phos inh | GLP1R cytotox | GLP-1R inv ag
- Cn1nnnc1Sc1ncnc2scc(-c3cccc(S(C)(=O)=O)c3)c12
 : -5% | -48%[inhibitor] | -10% | -1% | / | / | / | / | /
- COc1cccc(C(=O)NCc2cn3cccc(C)c3n2)c1
 : / | i | -9% | 5% | / | 5% | / | 4% | 12%
